Bioassay records as filed in PubChem.
ROMK mod: ROMK potassium channel modulators, primary screen, cell-based, thallium flux, MLSMR library; 130,000 tested, 2% active; Tet-inducible ROMK, thallium flux fluorescence; actives lie on both sides; B-score at 10 µM; AID 1918, 2009; ATP-sensitive inward rectifier potassium channel 1 (Homo sapiens), P48048;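 active means signal ratio slope over the read window, or its plate-corrected B-score, at least 3 SD from the plate mean, either direction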;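 further: B-score of the F/F0 ratio slope over 7 to 12 s after thallium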
PPARg SRC-3 ag: PPARgamma agonists recruiting SRC-3 coactivator, primary screen, biochemical; Peroxisome proliferator-activated receptor gamma (Homo sapiens), P37231; biochemical PPARgamma/SRC-3 coactivator recruitment assay; activation, % at 8 µM; 200,000 tested, 0.26% active; AID 731, 2007; in the data active means activation above about 23%;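 further: 0% = DMSO and 100% = reference agonist; some compounds past the cut are filed as inactive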
Target sequence (P37231 whole entry, looked up): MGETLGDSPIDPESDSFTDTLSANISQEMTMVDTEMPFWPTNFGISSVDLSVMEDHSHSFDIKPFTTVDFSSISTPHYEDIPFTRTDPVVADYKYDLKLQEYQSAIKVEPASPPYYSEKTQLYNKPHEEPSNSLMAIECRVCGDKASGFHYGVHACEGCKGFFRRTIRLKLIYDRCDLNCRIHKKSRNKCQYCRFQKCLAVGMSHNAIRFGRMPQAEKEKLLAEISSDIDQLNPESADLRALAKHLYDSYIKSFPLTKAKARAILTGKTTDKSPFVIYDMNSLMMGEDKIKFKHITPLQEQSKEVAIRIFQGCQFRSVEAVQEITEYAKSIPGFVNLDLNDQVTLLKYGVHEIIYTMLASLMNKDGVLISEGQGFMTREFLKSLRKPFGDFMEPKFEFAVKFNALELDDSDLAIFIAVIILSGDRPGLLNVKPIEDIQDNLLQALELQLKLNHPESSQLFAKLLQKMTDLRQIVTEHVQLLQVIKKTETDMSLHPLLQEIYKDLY
PPARg SRC-1 ag: PPARgamma agonists recruiting SRC-1 coactivator, primary screen, biochemical; Peroxisome proliferator-activated receptor gamma (Homo sapiens), P37231; PPARgamma-SRC-1 coactivator recruitment biochemical assay; activation, % at 8 µM; 200,000 tested, 0.41% active; in the data active means activation above about 19%;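 further: 0% = DMSO and 100% = reference agonist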
S1P3 antagonist: S1P3 receptor antagonists, primary screen, cell-based; inhibition, % at 4.98 µM; Sphingosine 1-phosphate receptor 3 (Homo sapiens), Q99500; 170,000 tested, 0.27% active; AID 485, 2006; CHO S1P3 NFAT-BLA reporter, FRET fluorescence, antagonist mode;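 active means inhibition above the plate cutoff, the mean inhibition of test wells on that plate plus 3 SD, cut at about 28% in these data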;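 further: cells challenged with S1P at its EC80 of 0.8 µM; blue over green emission ratio from cleaved BLA substrate after 4 h stimulation; 0% = S1P-stimulated wells and 100% = unstimulated DMSO-only wells; some compounds past the cut are filed as inactive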
Target sequence (Q99500 whole entry, looked up): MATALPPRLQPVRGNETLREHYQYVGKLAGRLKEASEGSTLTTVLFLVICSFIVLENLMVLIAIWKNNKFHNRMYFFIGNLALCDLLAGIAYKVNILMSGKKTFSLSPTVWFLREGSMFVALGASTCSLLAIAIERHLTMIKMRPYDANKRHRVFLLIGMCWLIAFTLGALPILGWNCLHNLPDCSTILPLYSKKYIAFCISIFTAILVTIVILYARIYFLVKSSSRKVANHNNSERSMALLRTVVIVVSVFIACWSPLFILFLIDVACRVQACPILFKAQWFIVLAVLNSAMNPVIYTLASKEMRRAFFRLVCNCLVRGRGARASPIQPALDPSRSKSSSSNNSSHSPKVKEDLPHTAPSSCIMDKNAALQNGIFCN
STAT3 blocker: IL-6 driven STAT3 reporter inhibitors, primary screen, U3A cells, luciferase, luminescence, MLSCN library; 190,000 tested, 0.89% active; IL-6 STAT3-luciferase reporter; host cell line lacks STAT1; inhibition, % at 5.5 µM; AID 862, 2007;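 active means inhibition above the mean inhibition across all screened compounds plus 3 SD, cut at about 44% in these data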;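 further: 0% = DMSO only wells and 100% = 100 µM nifuroxazide control wells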
STAT1 blocker: STAT1 signaling inhibitors, primary screen, cell-based, HTS, luciferase reporter; NIH 3T3 STAT1-luciferase reporter, IFN-gamma, luminescence; inhibition, % at 5.5 µM; 200,000 tested, 0.35% active; AID 920, 2007;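 active means inhibition above a set limit, the mean inhibition across all tested compounds plus 3 SD, cut at about 34% in these data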;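 further: 0% = IFN-gamma with DMSO and 100% = IFN-gamma with 300 µM nifuroxazide; values of inactives mirror those of a sister screen read the other way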
STAT3 activator: IL-6 driven STAT3 reporter potentiators, primary screen, U3A cells, luciferase, luminescence, MLSCN library. 190,000 tested, 0.91% active. activation (% of control), % at 5.6 µM. IL-6 STAT3-luciferase reporter; 100% = signal with IL-6 EC80 alone;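 active means activation above the screen-wide mean of compound activation plus 3 SD, cut at about 130% in these data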;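 further: 0% = background luminescence of wells with medium and substrate only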
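Test system: human U3A cells carrying STAT3-luciferase construct; control set: IL-6-only wells as 100% reference; timing: compound pre-incubation 1 h before IL-6, then 6 h stimulation at 37 °C; also added: IL-6 stimulus at 33 ng/mL final; evaluation: % activation versus median of IL-6-stimulated wells; detection: reporter luminescence signal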
PPARg SRC2 recr: agonists of PPARg-SRC-2 recruitment, primary screen, biochemical, HTS; 200,000 tested, 0.34% active; PPARgamma LBD-SRC-2 recruitment; AID 1032, 2008; activation, % at 8 µM; in the data active means activation above about 22%;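 further: 0% = vehicle and 100% = reference agonist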
RAM inhibit: inhibitors of the yeast RAM network, primary screen, dse1pr::URA3 reporter, 5-FOA selection. S. cerevisiae dse1pr::URA3 reporter, 5-FOA growth OD615, 2 d; analog-sensitive cbk1-as2 kinase mutant strain. inhibition, % at 50 µM. 190,000 tested, 1.8% active. AID 868, 2007;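 active means inhibition above a set limit, 3 SD over mean compound inhibition, cut at about 8.4% in these data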;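 further: 0% = DMSO-only wells with no growth and 100% = 10 µM 1-NA-PP1 full growth; inhibition rescues growth on 5-FOA so higher OD means more RAM inhibition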
TLR4 MyD88 comp: inhibitors of TLR4-MyD88 association in cells, primary screen, cell-based, HeLa CL3-4, BLA complementation, FRET ratio. Toll-like receptor 4 (Homo sapiens) + Myeloid differentiation primary response protein …. HeLa CL3-4 TLR4/MyD88 BLA complementation. inhibition, % at 8.4 µM. 200,000 tested, 0.18% active. AID 861, 2007; in the data active means inhibition above about 25%;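 further: 0% = vehicle and 100% = reference inhibitor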
SRC2 TRFRET art: TR-FRET signal artefacts, primary screen, artefact control for PPARgamma SRC-2 agonist project, biochemical. TR-FRET artefact counter-screen; active compounds read high. TR-FRET ratio at 8 µM. 200,000 tested, 0.4% active; in the data active means TR-FRET ratio above about 2000; further: inactives centre near 1500
* hit, by the source's call; x = no result given.

compound	ROMK mod	PPARg SRC-3 ag	PPARg SRC-1 ag	S1P3 antagonist	STAT3 blocker	STAT1 blocker	STAT3 activator	PPARg SRC2 recr	RAM inhibit	TLR4 MyD88 comp	SRC2 TRFRET art
COc1ccc(NC(=O)COC(=O)C2CCC(C(C)(C)C)CC2)c([N+](=O)[O-])c1 (stereo unspecified)	-0.42	2	4	-4	-1	3	103	-1	11*	-9	1577
C=C(C)CC1N(c2cccc(OC)c2)C(=O)[C@@H]2C(C(=O)O)[C@H]3C=C[C@@]12O3 (stereo partly specified)	0.0022	-2	1	x	-1	-6	103	-1	1.2	-2	1527
Cc1cccc(OCc2nnc(NC(=O)c3cccs3)s2)c1	-0.39	-4	-4	x	-2	-2	102	3	1.9	-16	1490
Cc1cc(NC(=O)c2nn3cccnc3c2Cl)no1	-0.21	8	-2	x	24	-18	80	6	2.5	-5	1714
O=C(NCc1ccco1)/C(=C\c1ccco1)NC(=O)c1ccc(Br)o1	-0.091	-7	-3	-13	-9	-8	109	-4	1.2	-25	1438
CCC(=O)Nc1ccc(NC(=S)NC(=O)/C=C/c2ccccc2)cc1	-0.58	-6	-1	3	6	8	93	-2	-0.1	-4	1340
Fc1cccc(Cl)c1CSc1ccc(-c2cccnc2)nn1	-0.76	4	-2	-20	7	-20	98	4	0.0	1	1767
CN(C)c1ccc(N2CN=C3SCC(=O)N3C2)cc1	x	86*	50*	x	-31	-67	128	64*	2.0	12	2229*
CCc1nnc(NC(=O)CSc2nnc(CNc3ccc(F)cc3)n2C2CCCCC2)s1	-0.054	4	-5	-7	-4	-1	106	-2	3.7	8	1427
CCCCCCCCCn1c2c(c(=N)c3c1CCC3)CCCC2	-3.4*	4	5	55*	76*	52*	39	6	-0.9	17	1711
COc1cc(/C=N/NC(=O)CCN2CCCCC2)ccc1O	0.28	0	1	-2	-2	-1	110	-10	0.0	-4	1514
CCOC(=O)C(C(=O)Nc1ccccc1)C1CCCCC1 (stereo unspecified)	-0.92	10	-4	-9	-1	-2	107	-2	-0.3	1	1501
CC(=O)c1cccc(-n2c(CCC(=O)O)ccc2-c2cccs2)c1	x	9	2	-9	-2	-6	103	12	3.5	4	1455
CCCNC(=O)CSc1nnc(C)s1	0.18	-1	8	x	5	-1	100	5	2.2	9	1445
CC(=O)Oc1ccccc1C1OCCN1C(C)=O (stereo unspecified)	0.33	-8	3	x	7	2	97	7	2.1	11	1657
COc1ccc(/C=N/Nc2ncc(C(F)(F)F)cc2Cl)c(OC)c1OC	-0.15	-1	1	2	7	3	93	3	2.5	6	1486
Cc1ccc(SCc2nc(N)nc(Nc3ccccc3C)n2)c(C)c1	-0.27	1	0	0	12	0	89	-6	-0.9	-16	1509
COC(=O)CCC(=O)Nc1ccc(OC)cc1	x	6	3	-29	3	-4	99	0	0.7	10	1476
COc1cc2c(cc1Cl)/C(=C\CCN(C)C)c1ccccc1S2	x	0	4	-8	32	-2	75	6	-0.6	10	1573
O=C(NC1CC1)c1ccc(-c2nc3ccccc3s2)s1	-0.27	-2	-1	22	106*	75*	14	7	3.0	0	1716
[2H]c1c([2H])c([2H])c(C(=O)c2sc(N3CCCCCC3)nc2-c2ccccc2)c([2H])c1[2H]	x	28*	13	x	5	-10	101	17	8.8*	3	1896
COC(=O)c1ccc2nc(-c3ccc(S(C)(=O)=O)cc3)cn2c1	1	-1	-7	-11	-4	-39	108	0	1.2	1	1388
COC(=O)c1ccc(CNC(=O)/C=C/c2cc([N+](=O)[O-])ccc2OC(F)F)cc1	1.7	2	0	x	3	5	96	3	4.3	3	1540
CSc1ccc(-c2c(C#N)c(N)nc3c2c(C)nn3-c2ccccc2)cc1	-1.5	6	6	36	5	9	99	2	3.4	9	1937
O=C1C2C3C=CC(C3)C2C(=O)N1Cc1cccnc1 (stereo unspecified)	x	4	-3	8	8	9	100	8	-0.7	6	1532
Cc1ccc(S(=O)(=O)Oc2ccccc2/C=N/O)cc1	x	-2	6	-2	-1	5	105	-3	-0.7	-2	1653
Cc1nn2c3c(cnc2c1-c1ccccc1)C(=O)CC(c1ccccc1)C3 (stereo unspecified)	x	8	0	x	10	-7	95	0	2.9	-2	1426
CC1=C/C(=N\OS(=O)(=O)c2ccccc2)C=CC1=O	x	13	4	x	7	6	97	13	0.1	1	1674
CC(=O)N(Cc1ccccc1)Cc1nc2sc(C)c(C)c2c(=O)[nH]1	-0.83	0	3	1	-2	-1	106	2	7.9	-7	1447
COc1cc2[nH]c(=O)n(C3CCCCC3)c(=O)c2cc1OC	x	12	4	x	-1	-2	102	6	4.3	7	1554
Cn1c(=O)c2c(nc(CN3CCOCC3)n2CCCc2ccccc2)n(C)c1=O	x	-7	-2	x	-6	7	107	3	0.2	-16	1523
O=C(CC1(O)C(=O)c2ccccc2C1=O)c1ccccc1	-0.95	-2	-2	-14	1	-6	102	-6	1.2	-6	1491
CCOC(=O)/C(C#N)=C\N(C)C	x	7	-4	x	3	1	99	8	0.8	-6	1498
O=C(CCCOc1ccccc1)Nc1cccc([N+](=O)[O-])c1	x	-1	8	-7	11	-5	92	8	0.1	1	1568
COc1ccc(C(=O)/C=C/c2ccccc2)c(O)c1	0.37	4	1	0	-6	-18	106	-4	0.9	4	1357
CC1(C)Cc2c(sc3nc(SCC(=O)NCc4ccccc4)n(-c4ccccc4)c(=O)c23)CS1	x	1	0	x	-1	11	105	10	2.2	-4	1627
CCCn1c(=O)c2ccccc2n2c(SCc3c(C(=O)OCC)oc4ccccc34)nnc12	x	-3	10	44	8	2	98	10	1.4	-4	1427
C=CCN1C(=O)C(CC(=O)Nc2ccccc2)SC1=Nc1c(C)n(C)n(-c2ccccc2)c1=O (stereo unspecified)	x	-4	-3	x	-1	-2	104	6	-0.5	-4	1501
CC(OC(=O)c1ccc(S(=O)(=O)N(C)C)cc1)C(=O)Nc1ccc(Cl)cn1 (stereo unspecified)	0.69	1	3	-22	-8	-8	107	0	3.8	-11	1512
OCCOCCNc1ncnc2c1cnn2-c1ccccc1	0.55	-2	5	x	-4	-30	110	12	2.7	-2	1603
O=C(CSc1nnc(CNc2ccc(F)cc2)o1)N1c2ccccc2Sc2ccccc21	x	11	3	x	8	-1	97	9	5.1	-14	1619
CSc1nc(Oc2ccccc2)c2sccc2n1	x	-2	-3	x	-10	0	113	-6	0.5	14	1567
CCC(=O)Nc1nnc(CCc2ccccc2)s1	x	2	-5	x	2	-10	102	-4	-0.6	4	1643
Cc1cc(NC(=O)c2sccc2C)n(-c2nc3ccccc3[nH]2)n1	-0.4	-6	-2	-3	10	-8	96	-3	1.1	-17	1468
COc1ccc(CC(NC(C)=O)C(=O)NC2CCN(C(=O)NCc3ccccc3)CC2)cc1 (stereo unspecified)	0.61	-5	3	-37	1	-1	104	0	2.2	7	1478

At a glance, two of the compounds above.
compound	ROMK mod	PPARg SRC-3 ag	PPARg SRC-1 ag	S1P3 antagonist	STAT3 blocker	STAT1 blocker	STAT3 activator	PPARg SRC2 recr	RAM inhibit	TLR4 MyD88 comp	SRC2 TRFRET art
Cc1cc(NC(=O)c2sccc2C)n(-c2nc3ccccc3[nH]2)n1	-0.4	-6	-2	-3	10	-8	96	-3	1.1	-17	1468
COc1ccc(CC(NC(C)=O)C(=O)NC2CCN(C(=O)NCc3ccccc3)CC2)cc1 (stereo unspecified)	0.61	-5	3	-37	1	-1	104	0	2.2	7	1478

Next part
compound	ROMK mod	PPARg SRC-3 ag	PPARg SRC-1 ag	S1P3 antagonist	STAT3 blocker	STAT1 blocker	STAT3 activator	PPARg SRC2 recr	RAM inhibit	TLR4 MyD88 comp	SRC2 TRFRET art
COc1ccc2nc(NCc3ccccc3)[nH]c2c1	x	3	6	-3	-3	-23	106	4	-0.3	7	1651
CC1Cc2ccccc2N1C(=O)CSc1nccc(=O)[nH]1 (stereo unspecified)	0.93	0	-6	0	6	-4	103	-2	0.3	0	1502
COc1cc(OC)cc(C(=O)Nc2ccc(S(=O)(=O)Nc3nc(C)cc(C)n3)cc2)c1	-0.031	-4	-1	-12	1	-4	103	1	4.5	2	1488
O=C(O)Cn1cc(C(=O)C(F)(F)F)c2ccccc21	0.57	0	-7	5	3	-9	99	3	2.1	-2	1506
CC(C)(C)SCCNS(=O)(=O)c1ccccc1	x	-1	-4	12	5	-4	101	0	2.0	-8	1469
O=C1SCC(c2ccc(Cl)cc2Cl)=NN1Cc1nnc(-c2ccccc2)o1	-0.0038	2	-5	-6	-13	-3	109	1	4.5	-1	1453
CCc1ccc(C(=O)Nc2ccc(OC)c(S(=O)(=O)N3CCOCC3)c2)cc1	2.2	-2	10	-7	16	13	87	-4	1.9	10	1546
